MEKK3 PB1 HTS: MEKK3-MEK5 PB1 interaction, increase or decrease; hit rate 1.4% among 290,000; bead-based flow cytometry, Alexa488-MEK5 binding to MEKK3; actives lie on both sides; 0 = blocked by unlabeled MEK5, 100 = vehicle; AID 1529; binding response (% of control), % at 10 µM; Q99759;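 active = binding response more than 3 SD above or below the average of its plate-row segment, actives on both sides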;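 note: Alexa488 bead fluorescence after subtracting the streptavidin-only scavenger bead signal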
Target sequence (Q99759 whole entry, looked up): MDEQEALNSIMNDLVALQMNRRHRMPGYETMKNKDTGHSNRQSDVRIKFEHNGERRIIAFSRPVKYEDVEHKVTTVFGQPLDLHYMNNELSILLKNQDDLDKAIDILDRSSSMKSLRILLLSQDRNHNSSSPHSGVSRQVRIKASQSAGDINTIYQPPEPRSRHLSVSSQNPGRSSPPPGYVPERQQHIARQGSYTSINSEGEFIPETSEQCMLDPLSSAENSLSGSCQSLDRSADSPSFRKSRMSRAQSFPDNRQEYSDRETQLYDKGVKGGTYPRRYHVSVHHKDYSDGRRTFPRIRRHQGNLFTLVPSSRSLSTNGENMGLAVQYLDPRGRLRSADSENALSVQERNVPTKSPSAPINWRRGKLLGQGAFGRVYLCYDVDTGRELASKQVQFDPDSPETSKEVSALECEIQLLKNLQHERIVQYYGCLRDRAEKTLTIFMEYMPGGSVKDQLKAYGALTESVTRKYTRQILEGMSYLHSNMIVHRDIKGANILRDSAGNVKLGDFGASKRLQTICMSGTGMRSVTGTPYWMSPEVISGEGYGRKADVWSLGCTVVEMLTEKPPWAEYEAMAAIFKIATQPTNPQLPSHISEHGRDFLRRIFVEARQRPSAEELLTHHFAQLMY
VIM-2 inh: inhibitors of Pseudomonas aeruginosa VIM-2 metallo-beta-lactamase. purified VIM-2, nitrocefin hydrolysis, epi-absorbance fluorescence. inhibition, % at 5.6 µM. hit rate 0.89% among 290,000. AID 1527;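 active = inhibition above the mean of all tested compounds plus 3 SD, cutoff set per screening run, cut at about 7.5% in these data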;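 note: red hydrolysis product quenches plate fluorescence so inhibitors raise well fluorescence; 0% = enzyme with DMSO and 100% = DMSO without enzyme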
NS3 helicase inh: blocks Hepatitis C virus NS3 helicase unwinding; NS3 helicase DNA unwinding, Cy5 molecular beacon fluorescence; inhibition, % at 10.9 µM; hit rate 0.56% among 290,000; AID 1800;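 active = inhibition above the mean of all tested compounds plus 3 SD, set per campaign, cut at about 35% in these data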;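 note: 0% = DMSO wells and 100% = thioflavine S control wells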
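test system = hepatitis C virus NS3 helicase domain fragment enzyme | reagent = annealed dual-labelled DNA beacon duplex, ATP-started | times = 1 h at 25 °C | detection = Cy5 fluorescence, 0 and 60 min reads | read-out basis = percent inhibition from t60/t0 fluorescence ratio | control set = DMSO and thioflavine S | replication = one well per compound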
SUMO HTRF inh: blocks human SUMOylation mediated by UBC9 | HTRF SUMOylation assay, SAE1/SAE2 + UBC9, in vitro | inhibition, % at 35 µM | hit rate 0.36% among 290,000 | AID 2006; in the data active = inhibition above about 50%, passing the limit was not always enough; note: strong numbers were not always called active
Target sequence (P63279 whole entry, looked up): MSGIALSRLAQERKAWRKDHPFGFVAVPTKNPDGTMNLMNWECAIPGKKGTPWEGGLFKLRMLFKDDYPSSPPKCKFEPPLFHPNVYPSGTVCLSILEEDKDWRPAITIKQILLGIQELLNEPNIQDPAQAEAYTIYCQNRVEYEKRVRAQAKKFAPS
DNA FID counter: displaces DNA intercalator in HCV helicase counter-screen | inhibition, % at 7.9 µM | DNA fluorescent intercalator displacement, fluorescence | hit rate 0.17% among 290,000; in the data active = inhibition above about 37%;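 note: 0% = vehicle and 100% = reference compound; higher means more ethidium bromide displaced from hairpin DNA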
pCIP destab: lowers stability of the mouse p/CIP coactivator protein; decrease of EGFP signal, % at 10 µM; hit rate 0.01% among 290,000; Q05BA5; F442A p/CIP-EGFP cells, EGFP fluorescence, 16 h;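 active = EGFP signal decrease of at least 30% at 10 µM or well 3 SD below plate mean, unless failing retest; inactive = the rest, including hits failing retest or dose response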; note: some compounds called inactive have numbers as strong as hits; many of its hits are not listed in these tables
PHOSPHO1 block: inhibitors of human PHOSPHO1 phosphatase; Q8TCT1; recombinant PHOSPHO1, absorbance phosphatase assay; inhibition, % at 13.3 µM; hit rate 1.1% among 290,000; AID 1565; in the data active = inhibition above about 60%
Target sequence (Q8TCT1 whole entry, looked up): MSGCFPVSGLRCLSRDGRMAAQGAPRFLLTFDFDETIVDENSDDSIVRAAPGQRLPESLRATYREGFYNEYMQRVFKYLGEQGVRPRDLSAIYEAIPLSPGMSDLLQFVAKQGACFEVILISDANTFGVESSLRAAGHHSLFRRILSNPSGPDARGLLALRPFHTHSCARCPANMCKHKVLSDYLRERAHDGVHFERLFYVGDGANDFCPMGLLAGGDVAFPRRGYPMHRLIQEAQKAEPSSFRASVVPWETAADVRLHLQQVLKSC
IDE act: IDE (human) activation, cell-based; P14735; HEK cells, FAbeta-B cleavage, fluorescence polarization; 0% vehicle, 100% cell-free pure enzyme wells; activation, % at 5.96 µM; hit rate 0.073% among 340,000;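 active = activation above the mean of all tested compounds plus 3 SD, set per screening campaign, cut at about 17% in these data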
IMP-1 inh: blocks Pseudomonas aeruginosa IMP-1 metallo-beta-lactamase; purified IMP-1, nitrocefin hydrolysis, epi-absorbance fluorescence; AID 1556; hit rate 0.45% among 290,000; inhibition, % at 5.6 µM;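 active = inhibition above the mean plus 3 SD of all compounds in the same screening run, cut at about 4.5% in these data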;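 note: 0% = IMP-1 with DMSO and 100% = DMSO wells lacking enzyme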
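System – purified recombinant IMP-1 beta-lactamase · Input – IMP-1 dispensed at 0.2 nM · Timing – 15 min preincubation plus 25 min reaction at 25 °C · Signal – Epi-absorbance fluorescence, 480 nm excitation, 530 nm emission · Measure – percent IMP-1 inhibition derived from blank-referenced optical density · Controls – Enzyme-plus-DMSO low control, enzyme-free DMSO high control · Replication – singlicate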
Active calls of the source: *; [ ] = dose if it differs, or a comment. Not all compounds are listed (hit frequency here may not be typical).

Results for CC(=O)C1=C(C)N(Cc2ccccc2)C(=O)N[C@@H]1c1cccc(C(F)(F)F)c1 ?
MEKK3 PB1 HTS: 93; VIM-2 inh: -1.6; NS3 helicase inh: 11; SUMO HTRF inh: -7; DNA FID counter: -31; pCIP destab: 2; PHOSPHO1 block: 4; IDE act: 0; IMP-1 inh: -2.7

What do the screens show for `C=CCNC(=O)c1ccccc1NC(=O)COc1ccc(OC)cc1`?
MEKK3 PB1 HTS: 100; VIM-2 inh: -1.3; NS3 helicase inh: -12; SUMO HTRF inh: 8; DNA FID counter: -11; pCIP destab: 2; PHOSPHO1 block: 32; IDE act: 6; IMP-1 inh: -1.0

What do the screens show for `Cc1ccc(N(Cc2ccc(C(=O)NCCSc3ccccn3)cc2)S(C)(=O)=O)cc1C`?
MEKK3 PB1 HTS: 88; VIM-2 inh: -2.4; NS3 helicase inh: -17; SUMO HTRF inh: 0; DNA FID counter: -33; pCIP destab: 6; PHOSPHO1 block: -21; IDE act: 7; IMP-1 inh: -1.6

What do the screens show for `CCOCc1c(C(=O)OCC(=O)/C(C#N)=C(\C)N)oc2ccccc12`?
MEKK3 PB1 HTS: 123; VIM-2 inh: -3.8; NS3 helicase inh: -26; SUMO HTRF inh: -8; DNA FID counter: -11; pCIP destab: -4; PHOSPHO1 block: 32; IDE act: 6; IMP-1 inh: -2.5

What do the screens show for `O=C(NN1C(=O)c2ccccc2NC1c1ccco1)c1ccc(Br)cc1` (stereo unspecified)?
MEKK3 PB1 HTS: 101; VIM-2 inh: -3.5; NS3 helicase inh: 1; SUMO HTRF inh: 13; DNA FID counter: -2; pCIP destab: -4; PHOSPHO1 block: 21; IDE act: 5; IMP-1 inh: -2.5

Results for CN(C)CC(C)(C)CNC(=O)C1CCN(CCCc2ccccc2)CC1 ?
MEKK3 PB1 HTS: 99; VIM-2 inh: -2.0; NS3 helicase inh: -8; SUMO HTRF inh: -3; DNA FID counter: 12; pCIP destab: 10; PHOSPHO1 block: 20; IDE act: 7; IMP-1 inh: -2.4

How did CCCNS(=O)(=O)/C=C/c1ccccc1 do in these assays?
MEKK3 PB1 HTS: 101; VIM-2 inh: -5.4; NS3 helicase inh: -2; SUMO HTRF inh: 20; DNA FID counter: 0; pCIP destab: -26; PHOSPHO1 block: 17; IDE act: 6; IMP-1 inh: -4.3

How did CCC(=O)N1CCc2cc(Br)cc(S(=O)(=O)C3(C(=O)OC)CC3)c21 do in these assays?
MEKK3 PB1 HTS: 101; VIM-2 inh: -2.9; NS3 helicase inh: 1; SUMO HTRF inh: 20; DNA FID counter: -7; pCIP destab: -6; PHOSPHO1 block: 10; IDE act: 8; IMP-1 inh: 0.8

How did COc1ccc(NC(=O)C(CCS(C)(=O)=O)N2C(=O)c3ccccc3C2=O)cc1 (stereo unspecified) do in these assays?
MEKK3 PB1 HTS: 96; VIM-2 inh: -1.1; NS3 helicase inh: 22; SUMO HTRF inh: 2; DNA FID counter: -2; pCIP destab: -2; PHOSPHO1 block: 10; IDE act: 3; IMP-1 inh: -1.5

Results for Cc1ccc(-n2cc3c(=O)n(C)c(=O)n(C)c3c2)cc1C ?
MEKK3 PB1 HTS: 100; VIM-2 inh: 1.6; NS3 helicase inh: -6; SUMO HTRF inh: 15; DNA FID counter: -13; pCIP destab: -6; PHOSPHO1 block: -3; IDE act: -4; IMP-1 inh: -2.8

What do the screens show for `COC(=O)c1ccccc1NC(=O)CSc1nnc(Cc2ccc(Cl)cc2)o1`?
MEKK3 PB1 HTS: 106; VIM-2 inh: -1.5; NS3 helicase inh: -6; SUMO HTRF inh: 13; DNA FID counter: -28; pCIP destab: -10; PHOSPHO1 block: 6; IDE act: 1; IMP-1 inh: -4.2

Results for COc1ccc(CCC(=O)Nc2cnc3ccccc3c2)cc1 ?
MEKK3 PB1 HTS: 106; VIM-2 inh: -2.9; NS3 helicase inh: 3; SUMO HTRF inh: 17; DNA FID counter: -15; pCIP destab: -115; IDE act: -1; IMP-1 inh: -4.0

Brought forward from above: 3 entries; new compounds follow.
Results for Cc1ccc(-n2cc3c(=O)n(C)c(=O)n(C)c3c2)cc1C ?
MEKK3 PB1 HTS: 100; VIM-2 inh: 1.6; NS3 helicase inh: -6; SUMO HTRF inh: 15; DNA FID counter: -13; pCIP destab: -6; PHOSPHO1 block: -3; IDE act: -4; IMP-1 inh: -2.8

What do the screens show for `COC(=O)c1ccccc1NC(=O)CSc1nnc(Cc2ccc(Cl)cc2)o1`?
MEKK3 PB1 HTS: 106; VIM-2 inh: -1.5; NS3 helicase inh: -6; SUMO HTRF inh: 13; DNA FID counter: -28; pCIP destab: -10; PHOSPHO1 block: 6; IDE act: 1; IMP-1 inh: -4.2

Results for COc1ccc(CCC(=O)Nc2cnc3ccccc3c2)cc1 ?
MEKK3 PB1 HTS: 106; VIM-2 inh: -2.9; NS3 helicase inh: 3; SUMO HTRF inh: 17; DNA FID counter: -15; pCIP destab: -115; IDE act: -1; IMP-1 inh: -4.0

How did c1ccc(Cn2nnc3c(NCc4ccc5c(c4)OCO5)ncnc32)cc1 do in these assays?
MEKK3 PB1 HTS: 77; VIM-2 inh: 0.2; NS3 helicase inh: -13; SUMO HTRF inh: 19; DNA FID counter: -7; pCIP destab: -10; PHOSPHO1 block: 19; IDE act: 4; IMP-1 inh: -0.2

Results for COc1ccccc1/C=C(/C(=O)OCC(N)=O)c1ccccc1 ?
MEKK3 PB1 HTS: 93; VIM-2 inh: 0.0; NS3 helicase inh: -8; SUMO HTRF inh: -9; DNA FID counter: -24; pCIP destab: 5; PHOSPHO1 block: 3; IDE act: 2; IMP-1 inh: -1.9

What do the screens show for `COC(=O)c1cc(COC(=O)c2nc3nc(C)cc(C)n3n2)oc1C`?
MEKK3 PB1 HTS: 88; VIM-2 inh: 1.8; NS3 helicase inh: -8; SUMO HTRF inh: 13; DNA FID counter: 1; pCIP destab: -19; PHOSPHO1 block: -2; IDE act: 2; IMP-1 inh: -2.5

How did COc1ccc(/C=N/Nc2ccc(C(F)(F)F)cc2[N+](=O)[O-])cc1 do in these assays?
MEKK3 PB1 HTS: 96; VIM-2 inh: -0.7; NS3 helicase inh: 0; SUMO HTRF inh: -3; DNA FID counter: -3; pCIP destab: -15; PHOSPHO1 block: 3; IDE act: 6; IMP-1 inh: -3.1

Results for CCc1cc(=O)oc2cc(C)cc(OC(C)C(=O)NCCN3CCOCC3)c12 (stereo unspecified) ?
MEKK3 PB1 HTS: 106; VIM-2 inh: 0.3; NS3 helicase inh: -5; DNA FID counter: -4; pCIP destab: -10; PHOSPHO1 block: 24; IDE act: -2; IMP-1 inh: -2.0

Results for O=C(C1=C[C@H](C2CC2)C[C@H](OCc2ccc(CO)cc2)O1)N1CCN(Cc2ccccc2)CC1 ?
MEKK3 PB1 HTS: 103; VIM-2 inh: -2.1; NS3 helicase inh: -3; SUMO HTRF inh: 13; DNA FID counter: -33; pCIP destab: -2; PHOSPHO1 block: 40; IDE act: 1; IMP-1 inh: -2.5

Results for Cc1cc(Br)ccc1NC(=O)CNC(=O)CSc1n[nH]c(N)n1 ?
MEKK3 PB1 HTS: 101; VIM-2 inh: -3.2; NS3 helicase inh: 12; SUMO HTRF inh: 2; DNA FID counter: -2; pCIP destab: -1; PHOSPHO1 block: -3; IDE act: 4; IMP-1 inh: -3.7

How did Fc1ccc(CN(Cc2ccccc2)C(c2cccs2)c2nnnn2C2CCCCC2)cc1 (stereo unspecified) do in these assays?
MEKK3 PB1 HTS: 103; VIM-2 inh: -2.0; NS3 helicase inh: 3; SUMO HTRF inh: -12; DNA FID counter: -10; pCIP destab: -2; PHOSPHO1 block: -18; IDE act: 2; IMP-1 inh: -2.6

What do the screens show for `CCn1cnc2sc(C(=O)N3CCN(Cc4ccc5c(c4)OCO5)CC3)c(C)c2c1=O`?
VIM-2 inh: -0.9; NS3 helicase inh: -3; SUMO HTRF inh: 25; DNA FID counter: -15; pCIP destab: -9; PHOSPHO1 block: 18; IMP-1 inh: -3.1

Results for Cc1cccc(NS(=O)(=O)c2nnc(NC(=O)c3ccc(Cl)cc3)s2)c1 ?
MEKK3 PB1 HTS: 104; VIM-2 inh: -2.1; NS3 helicase inh: 1; SUMO HTRF inh: 11; DNA FID counter: -17; pCIP destab: 2; PHOSPHO1 block: 20; IDE act: 7; IMP-1 inh: -3.4

What do the screens show for `O=S1(=O)CC(O)C(N=Nc2c(O)n(Cc3ccccc3)c3ccccc23)C1` (stereo unspecified)?
MEKK3 PB1 HTS: 108; VIM-2 inh: -2.0; NS3 helicase inh: 3; SUMO HTRF inh: 2; DNA FID counter: -23; pCIP destab: -9; PHOSPHO1 block: 28; IDE act: -1; IMP-1 inh: -3.2

What do the screens show for `O=c1[nH]c(=S)[nH]nc1Cc1ccc(Cl)c(Cl)c1`?
MEKK3 PB1 HTS: 105; VIM-2 inh: -5.0; NS3 helicase inh: 10; SUMO HTRF inh: 0; DNA FID counter: -14; pCIP destab: -25; PHOSPHO1 block: -11; IDE act: 3; IMP-1 inh: -5.3

What do the screens show for `Cn1c(=O)c(-c2ccccc2)c(O)c2ccccc21`?
MEKK3 PB1 HTS: 99; VIM-2 inh: 1.5; NS3 helicase inh: -1; SUMO HTRF inh: 2; DNA FID counter: 0; pCIP destab: 15; PHOSPHO1 block: -1; IDE act: 5; IMP-1 inh: 0.1

Results for Fc1ccc(C2CC(c3ccco3)=Nc3ccccc3S2)cc1 (stereo unspecified) ?
MEKK3 PB1 HTS: 101; VIM-2 inh: -1.2; NS3 helicase inh: 16; SUMO HTRF inh: -24; DNA FID counter: -3; pCIP destab: 8; PHOSPHO1 block: 57; IDE act: 1; IMP-1 inh: -3.4

What do the screens show for `O=C1N(C2CCCC2)C[C@@H]2C[C@@H](c3cccn3-c3nccs3)N3CCC[C@@]123`?
MEKK3 PB1 HTS: 94; VIM-2 inh: -0.8; NS3 helicase inh: 18; SUMO HTRF inh: 0; DNA FID counter: -7; pCIP destab: -2; PHOSPHO1 block: 35; IDE act: 1; IMP-1 inh: 0.3

Results for O=C(N/N=C/c1ccc([N+](=O)[O-])cc1)c1cnccn1 ?
MEKK3 PB1 HTS: 66*[inhibitor]; VIM-2 inh: -1.7; NS3 helicase inh: 0; SUMO HTRF inh: 18; DNA FID counter: -3; pCIP destab: 4; PHOSPHO1 block: 14; IMP-1 inh: -0.3

How did CC(=O)Nc1ccc(CN2CCN(CC(C)C)C(CCO)C2)cc1 (stereo unspecified) do in these assays?
MEKK3 PB1 HTS: 100; VIM-2 inh: -0.8; NS3 helicase inh: 3; SUMO HTRF inh: 17; DNA FID counter: -1; pCIP destab: 2; PHOSPHO1 block: 50; IDE act: 1; IMP-1 inh: -3.2

Results for COc1ccc(NC(=O)N2CCC(NC(=O)c3ccco3)CC2)cc1 ?
MEKK3 PB1 HTS: 102; VIM-2 inh: -2.0; NS3 helicase inh: 9; SUMO HTRF inh: -32; DNA FID counter: 1; pCIP destab: -2; PHOSPHO1 block: 4; IDE act: 3; IMP-1 inh: 1.5

Compound activity: PubChem, several laboratories
